MrgX1 antag = antagonists of human MrgX1 receptor. Q96LB2. MRGX1-HEK293 calcium flux, Fluo-4, BAM8-22 antagonism; stronger effect = lower value. B-score at 10 µM. 1.3% of 310,000 active;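 active = calcium-response B-score plate-corrected more than 3 library SD below zero, starting fluorescence within 5 deviations, no agonist response on first addition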;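 also: peak minus trough fluorescence over baseline after final BAM8-22 challenge near maximal dose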
ANO1 activ = activators or potentiators of mouse TMEM16A chloride channel; Q8BHY3; HEK293 TMEM16A/YFP-H148Q/I152L, iodide quench fluorescence; stronger effect = lower value; B-score at 10 µM; 0.3% of 340,000 active;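 active = fluorescence-ratio B-score plate-corrected deviation score at least 3 library SD below zero, with starting fluorescence score within 5 deviations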;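 also: channel opened by trigger with iodide after compound preincubation; score built on the fluorescence ratio of max minus min over baseline; more negative score means more quench and so TMEM16A activation or potentiation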
Target sequence (Q8BHY3 whole entry, looked up): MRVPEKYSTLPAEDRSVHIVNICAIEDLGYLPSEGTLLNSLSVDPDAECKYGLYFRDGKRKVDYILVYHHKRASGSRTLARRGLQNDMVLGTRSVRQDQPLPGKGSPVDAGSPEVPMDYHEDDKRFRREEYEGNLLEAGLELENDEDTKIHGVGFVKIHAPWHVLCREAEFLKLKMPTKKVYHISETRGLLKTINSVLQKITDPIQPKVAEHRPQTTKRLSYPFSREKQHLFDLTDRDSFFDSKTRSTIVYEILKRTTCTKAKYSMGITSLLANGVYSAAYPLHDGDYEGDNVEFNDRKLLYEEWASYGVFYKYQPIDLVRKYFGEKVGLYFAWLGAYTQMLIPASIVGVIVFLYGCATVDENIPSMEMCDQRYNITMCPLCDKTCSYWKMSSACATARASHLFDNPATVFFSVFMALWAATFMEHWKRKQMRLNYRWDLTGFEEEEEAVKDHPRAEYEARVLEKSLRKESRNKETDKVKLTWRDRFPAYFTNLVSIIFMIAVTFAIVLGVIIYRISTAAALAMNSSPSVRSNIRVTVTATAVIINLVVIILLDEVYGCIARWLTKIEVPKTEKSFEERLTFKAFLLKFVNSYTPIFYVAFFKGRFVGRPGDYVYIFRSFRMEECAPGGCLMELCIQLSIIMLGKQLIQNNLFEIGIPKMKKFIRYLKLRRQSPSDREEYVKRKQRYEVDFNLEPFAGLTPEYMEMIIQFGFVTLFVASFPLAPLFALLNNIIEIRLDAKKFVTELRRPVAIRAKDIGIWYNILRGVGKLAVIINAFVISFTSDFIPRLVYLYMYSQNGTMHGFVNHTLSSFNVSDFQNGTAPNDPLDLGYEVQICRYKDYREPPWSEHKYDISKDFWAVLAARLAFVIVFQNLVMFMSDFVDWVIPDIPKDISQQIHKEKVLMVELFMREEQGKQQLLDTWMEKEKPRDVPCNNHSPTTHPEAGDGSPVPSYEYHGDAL
TRPC6 inhibitor = blocks the mouse TRPC6 cation channel; B-score at 10 µM; 1.1% of 310,000 active; AID 2553; Q61143; HEK293-TRPC6, membrane potential dye, ACh-evoked depolarization; stronger effect = lower value;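 active = B-score under library mean minus 3 SD, initial fluorescence not abnormally high, positive integrated signal ratio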;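 also: B-score derived from integrated fluorescence ratio over the kinetic read; more negative B-score means stronger inhibition of depolarization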
HDAC3 inh = blocks human histone deacetylase 3. inhibition, % at 8.3 µM. AID 2718. 0.15% of 320,000 active. O15379. recombinant HDAC3, fluorogenic peptide/trypsin coupled, fluorescence; in the data active = inhibition above about 26%, passing the limit was not always enough; inconclusive = no clear call, values can overlap the other calls
RGS4 act = potentiators or activators of RGS4 | HEK293 M3R/inducible RGS4, carbachol calcium flux Fluo4; stronger effect = lower value | 0.92% of 310,000 active | AID 463111 | B-score at 10 µM;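 active = B-score of the integrated calcium signal more than 4 SD below the library mean, with starting fluorescence not abnormally high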;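 also: negative B-score means reduced calcium response which marks RGS4 activation or potentiation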
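test system = M3R-expressing HEK293 line, RGS4 induced by doxycycline | probe or stimulus = carbachol at ECmax as muscarinic agonist stimulus | timing = dye loading 30 min 37 °C, buffer rest 30 min RT | signal = calcium dye Fluo4 fluorescence | evaluation = B score from integrated fluorescence ratio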
RGS4 block = inhibitors of human RGS4; HEK293 M3R/RGS4 inducible, Fluo-4 calcium flux; stronger effect = higher value; triggered by carbachol at its EC20; B-score at 10 µM; 0.45% of 310,000 active; AID 463165;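 active = B-score, a plate-corrected calcium signal, over three deviations above library mean, with baseline fluorescence within five deviations of library mean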;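 also: RGS4 expression induced by doxycycline in cells with stable M3 receptor; B-score is computed from the integrated fluorescence ratio over baseline after carbachol; higher B-score means a larger calcium signal and so more RGS4 inhibition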
TRPC6 act = activators of mouse TRPC6 channel. Q61143. HEK293-TRPC6 membrane potential dye fluorescence; stronger effect = higher value. B-score at 10 µM. 0.13% of 310,000 active;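 active = B-score of the integrated fluorescence ratio above library mean plus 3 SD, and starting fluorescence ratio within library mean plus 5 SD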;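 also: higher score means more depolarization so channel activation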
MrgX1 ag = human MrgX1 receptor agonism, primary screen; Q96LB2; MrgX1-HEK293 cells, Fluo-4 calcium fluorescence, agonist mode; stronger effect = higher value; B-score at 10 µM; 0.44% of 310,000 active;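 active = calcium response B-score plate-corrected fluorescence ratio at least 3 library SD, with starting fluorescence B-score inside 5 SD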
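Assay system: stable human MrgX1 HEK293 cell line. Quantity: 15,000 cells per well. Schedule: cells plated overnight, dye loaded 0.5 h 37 °C, 0.5 h room temperature. Detection: Fluo-4 NW calcium-flux fluorescence, kinetic read. Read-out basis: peak-minus-minimum fluorescence over baseline, converted to B scores. Control set: positive and negative control wells on each plate.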
SKKanGAS inh = SKKanGAS growth inhibition. S. pyogenes SKKanGAS, kanamycin growth, BacTiter-Glo, 6 h. inhibition, % at 7.5 µM. 1.3% of 300,000 active. AID 1662;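 active = mean replicate score, as percent of positive control median, at least 50; inconclusive = mean below 50 but one replicate at or above 50; inactive = mean and every replicate below 50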;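 also: strain carries kanamycin resistance gene driven by streptokinase promoter and grows in 40 µg/ml kanamycin; loss of luminescence reflects streptokinase promoter inhibition or plain growth inhibition; 0% = median of DMSO wells and 100% = positive control at its reference dose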
TMEM16A inh = inhibitors of mouse TMEM16A calcium-activated chloride channel; AID 588511; HEK293 TMEM16A/YFP iodide influx fluorescence, ionomycin; normalized B-score (activity score, 25-100; higher = stronger inhibition) at 10 µM; 1.2% of 310,000 active; Q8BHY3;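 active = ratio plate-corrected score three or more library SD toward inhibition, starting fluorescence score within five deviations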;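 also: score derived from kinetic fluorescence span divided by baseline fluorescence per well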
MrgX1 PAM = human MrgX1 positive allosteric modulation, primary screen; MrgX1-HEK293, Fluo-4 calcium flux, FDSS; stronger effect = higher value; B-score at 10 µM; 0.63% of 310,000 active; AID 588675;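 active = plate-corrected calcium response at least 3 library SD above typical, normal starting fluorescence, not activating the receptor alone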;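 also: compound read alongside a low EC10 to EC30 dose of BAM8-22 agonist; peak minus trough fluorescence over baseline measured at the second addition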
Numbers without * were called inactive; i = inactive; ? = inconclusive; . = no result given.

SMILES	MrgX1 antag	ANO1 activ	TRPC6 inhibitor	HDAC3 inh	RGS4 act	RGS4 block	TRPC6 act	MrgX1 ag	SKKanGAS inh	TMEM16A inh	MrgX1 PAM
COc1ccc(CCNC(=O)c2cc(=O)[nH]c3ccc(Br)cc23)cc1OC	i	i	i	-3	i	i	i	i	-8	i	i
COc1ccc2[nH]c3c(=O)n4c(nc3c2c1)SCC4	i	i	i	-6	i	i	i	i	5	i	i
Nc1nc(Nc2cccc(F)c2)nc2ccccc12	i	i	-13*	3	i	i	i	i	4	i	i
O=C(NN1CCOCC1)c1cccc(Cl)c1	i	i	i	-5	i	i	i	i	0	i	i
FCCCOc1ccc(CN2CCN(c3ccccc3F)CC2)cc1	i	i	i	-2	i	i	i	i	5	i	i
CCCc1n[nH]c(=S)n1Cc1ccco1	i	i	i	-3	i	i	i	i	-7	i	i
COc1ccc(OC)c(-c2nc(C(=O)NC3CCN(Cc4ccccc4)CC3)cc3c2[nH]c2ccccc23)c1	i	i	i	6	i	i	i	i	27	i	i
O=C(CN(CCc1ccccc1)C(=O)c1csnn1)NCc1ccc(F)cc1	i	i	i	2	i	i	i	i	0	i	i
CCCn1nnc(NC(=O)Cc2ccccc2)n1	i	i	i	-4	i	i	i	i	-1	i	i
COc1cc(=O)[nH]c(=O)n1CC(=O)c1ccccc1	i	i	.	-2	.	.	.	i	1	i	i
NNC(=O)c1ccc(S(=O)(=O)N2CCc3ccccc32)cc1	i	i	i	-4	i	i	i	i	4	i	i
CCn1c(SCC(=O)N/N=C/c2ccccc2OCC(=O)O)nnc1-c1ccc(C)cc1	i	i	i	4	i	i	i	i	-7	i	i
Nc1ncccc1OCc1cccc(C(F)(F)F)c1	i	i	i	.	i	i	i	i	7	i	i
CC1=CC(=C2N=C(c3ccccc3)OC2=O)C=C(C)O1	i	i	i	4	i	i	i	i	-3	i	i
NS(=O)(=O)c1ccc(NC(=O)c2ccc(COc3ccccc3)o2)cc1	i	i	i	-3	i	i	i	i	-8	i	i
C=C(C)C(=O)Nc1cccc(C2=NOC3(C2)C[C@@H](C(N)=O)N(C(=O)/C(C)=C/C)C3)c1 (stereo partly drawn)	i	i	i	-5	i	i	i	i	1	i	i
Cc1noc(C)c1S(=O)(=O)Nc1ccc(C(=O)N2CCc3ccccc3C2)cc1	i	i	i	9	i	i	i	i	-2	i	i
CN(C)CCNC(=O)C(=O)C1C(=O)Nc2ccccc21 (stereo not drawn)	i	.	i	-6	i	i	i	i	-10	i	i
CN(CC1CCN(CCc2cccc(C(F)(F)F)c2)CC1)C(=O)c1ccc(F)cc1	i	i	i	2	i	i	i	i	-5	i	i
O=C(N(c1ccccc1)c1ccccc1)N(c1ccccc1)c1ccccc1	i	i	i	-1	i	i	i	i	10	i	i
CN(c1ccccc1C(=O)Nc1cccc(Cl)c1Cl)S(C)(=O)=O	i	i	i	3	i	i	i	i	4	i	i
O=C(Nc1cccc(/C=C/c2ccccn2)c1)c1cc(Cl)ccn1	i	i	i	7	i	i	i	i	0	i	i
CCOC(=O)C(CC)Sc1ncnc2nc[nH]c12 (stereo not drawn)	i	i	i	-1	i	i	i	i	6	i	i
Cc1ccccc1NC(=O)C(=O)NCCCN1CCOCC1	i	i	i	-4	i	i	i	i	-7	i	i
O=C1c2ccccc2C(=O)N1c1cccnc1	i	i	i	1	i	i	i	i	-7	i	i
CC(Sc1nnc(N)s1)c1ccccc1Cl (stereo not drawn)	i	i	i	-2	i	i	i	i	-3	i	i
O=c1[nH]c2cccnc2n(CCNc2ncc(C(F)(F)F)cc2Cl)c1=O	i	i	i	?	i	i	i	i	4	i	i
Cc1ccc(C(=O)N2CCOCC2)c(F)c1F	i	i	i	-8	i	i	i	i	-3	i	i
Cc1cc(C=O)c(O)cc1O	i	i	i	6	i	i	i	i	-2	i	i
CC(=O)c1ccc(N=c2scc(C)n2C(C)C)cc1	i	i	i	-1	i	i	i	i	-5	i	i
Cc1noc(C)c1C(c1ccccc1)c1ccccc1	i	i	i	5	i	i	i	i	10	i	i
O=[N+]([O-])c1ccc(N2CCOCC2)c(S(=O)(=O)N2CCOCC2)c1	i	i	i	-6	i	i	i	i	2	i	i
CCCCCCCCCCCCN1[C@@H](CC(C)=O)c2cc(C(F)(F)F)ccc2S1(=O)=O	i	i	i	-6	i	i	i	i	6	i	i
Nc1ccc(-c2cc(N)n(-c3ccccc3)n2)cc1	i	i	i	-1	i	i	i	i	25	i	i
COc1ccccc1NC(=O)N1CCN(S(C)(=O)=O)CC1	i	i	i	1	i	i	i	i	-8	i	i
CC(C)Cc1csc(NC(=O)c2ccc(F)cc2)c1C(=O)O	i	i	i	-2	i	i	i	i	43	i	i
O=C(COc1cccc2cccnc12)Nc1ccccc1N1CCOCC1	i	i	i	5	i	i	i	i	-5	i	i
O=C(NC(NNc1ccc([N+](=O)[O-])cc1)(C(F)(F)F)C(F)(F)F)c1ccccc1Cl	i	i	i	12	i	i	i	i	13	i	i
CN1CCN(c2ccc([N+](=O)[O-])cc2/C=N/NC(=O)c2ccc(F)cc2)CC1	.	i	-6*	.	i	i	i	.	0	.	.
CC#CCCC(=O)N1C=Cc2ccccc2C1C#N (stereo not drawn)	i	i	i	2	i	i	i	i	4	i	i
CCOc1ccc(NC(=S)NC(=O)c2c(Cl)cnn2CC)c([N+](=O)[O-])c1	i	i	i	3	i	i	i	i	3	i	i
CCCCc1ccc(NC(=S)Nc2ccc(Cl)c(S(=O)(=O)N(C)C)c2)cc1	i	i	i	3	i	i	i	i	-5	100*	i
CCc1cc2c(CN3CCN(C)CC3)cc(=O)oc2cc1O	i	i	i	.	i	i	i	i	5	i	i
NNC(=O)COc1ncn(-c2ccccc2)n1	i	i	i	-4	i	i	i	i	8	i	i
Cc1ccccc1OCC(=O)N/N=C/c1ccccn1	i	i	i	-6	i	i	i	i	-14	i	i
CC1(C)SC(=S)N(NC(=O)Nc2cccc3ccccc23)C1N(O)C(=O)Nc1ccccc1 (stereo not drawn)	i	i	i	-2	i	i	i	i	21	i	i
O/N=C/c1ccnc(SCc2ccc(Cl)cc2)n1	i	i	i	8	i	i	i	i	4	i	i
COc1ccc(-n2c(-c3cccc(C)c3[N+](=O)[O-])n[nH]c2=S)cc1	i	i	i	5	i	i	i	i	3	i	i
CCOC(=O)C1=C(COc2ccccc2)NC(=O)NC1c1ccc(Cl)cc1 (stereo not drawn)	i	i	i	11	i	i	i	i	17	i	i
Cc1ccc(C(=O)N2CCC(C(=O)NCc3cccnc3)CC2)cc1	i	i	i	-3	i	i	i	i	-14	i	i
COc1ccc(OC)c(C2C3CN(C(C)C)CC=C3C(C#N)=C(N)C2(C#N)C#N)c1 (stereo not drawn)	i	i	i	1	i	i	i	27*	7	i	i
CCOC(=O)c1sc2ccccc2c1OC(=O)c1ccccc1OC	i	i	i	-7	i	i	i	i	8	i	i
CCC1SC(CC)C(=O)N(CC(=O)NCc2ccc(F)cc2)C1=O (stereo not drawn)	i	i	i	5	i	i	i	i	-8	i	i
Cc1ccccc1-c1nn(-c2ccc(F)cc2F)cc1CNCCCN(C)C	i	i	i	-5	i	i	i	i	4	i	i
NS(=O)(=O)c1ccc(CCNC(=O)/C=C/c2cccc([N+](=O)[O-])c2)cc1	i	i	i	-7	i	i	i	i	3	i	i
N/C(=N\OC(=O)Cc1ccccc1[N+](=O)[O-])c1ccccn1	i	i	i	-5	i	i	i	i	3	i	i
Cc1ccc(C(=O)CCC(=O)Nc2cccc(C(F)(F)F)c2)cc1C	i	i	i	15	i	i	i	i	-2	i	i
CCC(=O)N1CCN(c2ccc(NC(=O)c3c(F)c(F)c(OC)c(F)c3F)cc2)CC1	i	i	i	5	i	i	i	i	-1	i	i
O=C1NCCN1CCNS(=O)(=O)c1ccc(F)c(Cl)c1	i	i	i	4	i	i	i	i	-3	i	i
N/C(=N\OC(=O)CC1CCCCC1)c1ccc(Br)cc1	i	i	i	9	i	i	i	i	0	i	i

Further compounds
SMILES	MrgX1 antag	ANO1 activ	TRPC6 inhibitor	HDAC3 inh	RGS4 act	RGS4 block	TRPC6 act	MrgX1 ag	SKKanGAS inh	TMEM16A inh	MrgX1 PAM
Cn1ccnc1CC(O)(c1ccccc1)c1ccccc1	i	i	i	1	i	i	i	i	-10	i	i
CCn1c2ccccc2c2cc(NC(=O)c3ccccc3[N+](=O)[O-])ccc21	i	i	i	7	i	i	i	i	7	i	i
S=C(NCc1ccco1)N1CCN(c2ccccc2Cl)CC1	i	i	i	7	i	i	i	i	-2	i	i
CN(C)S(=O)(=O)N1C(=O)c2ccccc2C1=O	i	i	i	3	i	i	i	i	-3	i	i
COc1ccc(C2/C(=C(/O)c3ccccc3)C(=O)C(=O)N2CCCN2CCOCC2)cc1 (stereo not drawn)	i	i	i	-1	i	i	i	i	-1	i	i
CCS(=O)(=O)Nc1cccc(C2=NN(S(=O)(=O)c3ccc(F)cc3)C(c3cccs3)C2)c1 (stereo not drawn)	i	i	i	0	i	i	i	i	1	i	i
COc1ccc(/C=C(/C#N)C(=O)Nc2ccccc2C)cc1C(=O)O	i	i	i	12	i	i	i	i	0	i	i
CSc1cccc(NC(=S)N(CCC(C)C)C2CCN(C(C)C)CC2)c1	-6.3*	i	i	2	i	i	i	i	-6	i	i
CCC(C)/C(C)=N/NC(=O)c1ccc(COc2ccc(Cl)c(C)c2)cc1 (stereo not drawn)	i	i	.	1	.	.	.	i	.	i	10*
Cc1ccc(-n2c(C)cc(/C=N/NC(=O)CN(c3ccc(C)cc3C)S(C)(=O)=O)c2C)cc1	i	i	i	-4	i	i	i	i	11	i	i
CCCCCCCCCC(=O)N/N=C/c1ccc(C)s1	i	i	i	0	i	i	i	i	32	i	i
N#C/C(=C(/O)c1ccc([N+](=O)[O-])cc1)c1nc2ccccc2[nH]1	i	i	i	0	i	i	i	i	-2	i	i
O=C(O)/C=C/c1ccc(S(=O)(=O)NCc2ccco2)cc1	i	i	i	-5	i	i	i	i	-9	i	i
Cc1cc(C)cc(NC(=O)CSc2nnc(-c3ccc(S(=O)(=O)N4CCCC4)cc3)o2)c1	i	i	i	-4	i	i	i	i	-3	i	i

Screening data deposited in PubChem BioAssay by several laboratories.
